STAT3 activator = activators of IL-6 induced STAT3 signaling | U3A cells, IL-6 STAT3-luciferase reporter, luminescence; 100% = signal with IL-6 EC80 alone | actives 0.91% (n = 190,000) | activation (% of control), % at 5.6 µM;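 active = activation above the screen-wide mean of compound activation plus 3 SD, cut at about 130% in these data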;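 note: 0% = background luminescence of wells with medium and substrate only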
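Test system: STAT3-luciferase reporter U3A cells; Detection: reporter luminescence signal; Times: 1 h compound pre-exposure, 6 h IL-6 stimulation, 37 °C; Benchmarks: IL-6-only high control; Also added: IL-6 stimulus at 33 ng/mL final.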
S1P3 antag = blocks the human S1P3 receptor | actives 0.27% (n = 170,000) | AID 485 | Q99500 | CHO S1P3 NFAT-BLA reporter, FRET fluorescence, antagonist mode | inhibition, % at 4.98 µM;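 active = inhibition above the plate cutoff, the mean inhibition of test wells on that plate plus 3 SD, cut at about 28% in these data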;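 note: cells challenged with S1P at its EC80 of 0.8 µM; blue over green emission ratio from cleaved BLA substrate after 4 h stimulation; 0% = S1P-stimulated wells and 100% = unstimulated DMSO-only wells; some compounds past the cut are filed as inactive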
Target sequence (Q99500 whole entry, looked up): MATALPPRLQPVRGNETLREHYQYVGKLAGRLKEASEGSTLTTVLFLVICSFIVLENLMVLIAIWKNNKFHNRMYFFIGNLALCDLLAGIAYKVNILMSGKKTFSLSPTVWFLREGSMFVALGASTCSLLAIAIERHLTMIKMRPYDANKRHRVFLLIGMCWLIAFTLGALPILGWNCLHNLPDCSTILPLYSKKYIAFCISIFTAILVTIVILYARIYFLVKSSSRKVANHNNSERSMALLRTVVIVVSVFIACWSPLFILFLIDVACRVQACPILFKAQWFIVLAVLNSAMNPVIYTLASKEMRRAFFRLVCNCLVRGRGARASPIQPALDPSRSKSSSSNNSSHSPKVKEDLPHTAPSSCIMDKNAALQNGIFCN
PPARg SRC1 recr = agonists of human PPARgamma SRC-1 coactivator recruitment | PPARgamma-SRC-1 coactivator recruitment biochemical assay | P37231 | actives 0.41% (n = 200,000) | activation, % at 8 µM; in the data active = activation above about 19%;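 note: 0% = DMSO and 100% = reference agonist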
Target sequence (P37231 whole entry, looked up): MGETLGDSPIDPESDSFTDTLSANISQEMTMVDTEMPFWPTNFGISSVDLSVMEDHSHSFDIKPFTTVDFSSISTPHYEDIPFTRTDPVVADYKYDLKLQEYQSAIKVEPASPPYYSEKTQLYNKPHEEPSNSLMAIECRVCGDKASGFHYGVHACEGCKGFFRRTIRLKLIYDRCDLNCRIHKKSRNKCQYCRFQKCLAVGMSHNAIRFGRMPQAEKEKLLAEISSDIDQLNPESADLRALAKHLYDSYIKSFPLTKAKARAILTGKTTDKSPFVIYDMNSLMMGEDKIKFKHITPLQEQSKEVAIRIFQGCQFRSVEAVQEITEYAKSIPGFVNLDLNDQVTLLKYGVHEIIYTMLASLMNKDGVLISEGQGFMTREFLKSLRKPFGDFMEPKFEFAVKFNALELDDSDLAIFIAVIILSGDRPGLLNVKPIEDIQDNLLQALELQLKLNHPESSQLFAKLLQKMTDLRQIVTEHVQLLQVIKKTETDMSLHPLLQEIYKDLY
ROMK mod = modulators of human ROMK potassium channel. P48048. Tet-inducible ROMK, thallium flux fluorescence; actives lie on both sides. B-score at 10 µM. actives 2% (n = 130,000). AID 1918;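 active = signal ratio slope over the read window, or its plate-corrected B-score, at least 3 SD from the plate mean, either direction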;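 note: B-score of the F/F0 ratio slope over 7 to 12 s after thallium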
STAT1 blocker = inhibitors of IFN-gamma induced STAT1 signaling. AID 920. inhibition, % at 5.5 µM. actives 0.35% (n = 200,000). NIH 3T3 STAT1-luciferase reporter, luminescence;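 active = inhibition above a set limit, the mean inhibition across all tested compounds plus 3 SD, cut at about 34% in these data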;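 note: 0% = IFN-gamma with DMSO and 100% = IFN-gamma with 300 µM nifuroxazide; values of inactives mirror those of a sister screen read the other way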
PPARg SRC-2 ag = agonists of SRC-2 recruitment by human PPARgamma; P37231; PPARgamma LBD-SRC-2 recruitment, biochemical; activation, % at 8 µM; actives 0.34% (n = 200,000); in the data active = activation above about 22%;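 note: 0% = vehicle and 100% = reference agonist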
TLR4-MyD88 BLA = inhibitors of human TLR4-MyD88 binding; O00206+Q99836; HeLa CL3-4 TLR4/MyD88 BLA complementation, FRET ratio; inhibition, % at 8.4 µM; actives 0.18% (n = 200,000); AID 861; in the data active = inhibition above about 25%;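 note: 0% = vehicle and 100% = reference inhibitor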
STAT3 blocker = reduces IL-6 driven STAT3 reporter signal. U3A cells, IL-6 STAT3-luciferase reporter, luminescence; host cell line lacks STAT1. inhibition, % at 5.5 µM. actives 0.89% (n = 190,000). AID 862;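 active = inhibition above the mean inhibition across all screened compounds plus 3 SD, cut at about 44% in these data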;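 note: 0% = DMSO only wells and 100% = 100 µM nifuroxazide control wells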
PPARg SRC-3 ag = promotes SRC-3 coactivator recruitment by human PPARgamma; biochemical PPARgamma/SRC-3 coactivator recruitment assay; AID 731; actives 0.26% (n = 200,000); P37231; activation, % at 8 µM; in the data active = activation above about 23%;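 note: 0% = DMSO and 100% = reference agonist; some compounds past the cut are filed as inactive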
SRC2 TRFRET art = flags TR-FRET format artefacts in PPARgamma SRC-2 recruitment agonist screen | TR-FRET artefact counter-screen; hits give high values | TR-FRET ratio at 8 µM | actives 0.4% (n = 200,000) | AID 1049; in the data active = TR-FRET ratio above about 2000; note: inactives centre near 1500
RAM network inh = inhibitors of the yeast RAM network. S. cerevisiae dse1pr::URA3 reporter, 5-FOA growth OD615, 2 d; analog-sensitive cbk1-as2 kinase mutant strain. actives 1.8% (n = 190,000). inhibition, % at 50 µM;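 active = inhibition above a set limit, 3 SD over mean compound inhibition, cut at about 8.4% in these data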;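 note: 0% = DMSO-only wells with no growth and 100% = 10 µM 1-NA-PP1 full growth; inhibition rescues growth on 5-FOA so higher OD means more RAM inhibition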
* marks the source's active call; other numbers are inactive results; · = no result given.

SMILES | STAT3 blocker | RAM network inh | PPARg SRC1 recr | PPARg SRC-2 ag | PPARg SRC-3 ag | TLR4-MyD88 BLA | SRC2 TRFRET art | S1P3 antag | STAT1 blocker | ROMK mod | STAT3 activator
Cn1c(=O)c2c(-c3ccccc3)n(-c3ccccc3O)cc2n(C)c1=O | -2 | 4.4 | 1 | 6 | 11 | -6 | 1583 | 2 | -5 | -0.0088 | 103
CCCCCCCCCCCC(=O)NC1CCS(=O)(=O)C1 (stereo unspecified) | 7 | 3.5 | 2 | 4 | 2 | -3 | 1587 | -26 | -8 | -0.027 | 98
O=C(CCN1C(=O)C2C3C=CC(C3)C2C1=O)Nc1ccc2c(c1)OCO2 (stereo unspecified) | -5 | 0.7 | 1 | 4 | 6 | 6 | 1627 | -5 | -4 | -0.002 | 106
O=C(Nc1ccc(OCc2ccccc2)cc1)c1cccc([N+](=O)[O-])c1 | -6 | 5.0 | -7 | -9 | 0 | 6 | 1500 | 2 | -2 | · | 107
Cc1c(N(C)C(=O)c2ccc3c(c2)OCO3)c(=O)n(-c2ccccc2)n1C | -3 | 3.9 | 1 | 1 | 0 | 5 | 1409 | · | -4 | · | 104
Nc1cccc(-c2cn3cccnc3n2)c1 | 7 | 2.8 | 1 | 2 | 7 | -8 | 1496 | -4 | -3 | 0.0011 | 95
CC(=O)N=C1SC2CS(=O)(=O)CC2N1c1ccc(-c2nc3ccc(C)cc3s2)cc1 (stereo unspecified) | -5 | 3.6 | -1 | -4 | -2 | -8 | 1797 | -19 | 2 | · | 106
CC(C)CC(NC(=O)C(NC(=O)OC(C)(C)C)C(C)C)C(N)=O (stereo unspecified) | -8 | 1.0 | -8 | -8 | -1 | 7 | 1340 | -21 | 1 | 0.42 | 111
Cn1ccc(=NC=C(C#N)C#N)c2ccccc21 | 1 | 0.0 | 7 | -3 | -2 | -8 | 1403 | -9 | 1 | -0.064 | 102
N#Cc1cc(-c2ccccc2)oc1NC(=O)c1ccco1 | 9 | 2.0 | -8 | -5 | 5 | 4 | 1483 | 6 | -4 | 0.61 | 96
CCCn1nnc(NC(=S)NC(=O)c2cccs2)n1 | 3 | 0.4 | 3 | 6 | 1 | -7 | 1677 | -2 | -12 | 0.069 | 97
CCOC(=O)c1cc(NC(=O)CSCCO)ccc1Cl | 5 | -0.6 | 4 | 15 | 2 | -4 | 1502 | -4 | 1 | 0.046 | 98
COc1cccc(N=c2oc3ccc(OC)cc3cc2-c2nc3ccccc3[nH]2)c1 | -56 | 4.8 | 4 | 13 | 12 | 1 | 1642 | · | -38 | -0.031 | 151*
O=C(CCc1ccc(S(=O)(=O)N2CCOCC2)cc1)N1CCc2ccccc2C1 | -7 | -0.5 | -7 | 1 | -3 | 0 | 1445 | 6 | -1 | -0.86 | 108
CC(=O)Oc1ccc(N2C(=O)C3C4C=CC(CO)(O4)C3C2=O)cc1 (stereo unspecified) | -7 | 0.5 | 0 | 9 | 8 | 1 | 1428 | · | -2 | -0.035 | 103
O=C(C1CC1)N(CCN(C(=O)C1CC1)c1ccccc1)c1ccccc1 | -1 | 0.0 | 3 | -1 | -7 | 12 | 1507 | · | 0 | · | 105

Fetched one by one from above:
SMILES | STAT3 blocker | RAM network inh | PPARg SRC1 recr | PPARg SRC-2 ag | PPARg SRC-3 ag | TLR4-MyD88 BLA | SRC2 TRFRET art | S1P3 antag | STAT1 blocker | ROMK mod | STAT3 activator
COc1cccc(N=c2oc3ccc(OC)cc3cc2-c2nc3ccccc3[nH]2)c1 | -56 | 4.8 | 4 | 13 | 12 | 1 | 1642 | · | -38 | -0.031 | 151*
CCCn1nnc(NC(=S)NC(=O)c2cccs2)n1 | 3 | 0.4 | 3 | 6 | 1 | -7 | 1677 | -2 | -12 | 0.069 | 97

Continuation.
SMILES | STAT3 blocker | RAM network inh | PPARg SRC1 recr | PPARg SRC-2 ag | PPARg SRC-3 ag | TLR4-MyD88 BLA | SRC2 TRFRET art | S1P3 antag | STAT1 blocker | ROMK mod | STAT3 activator
CC(C)COc1ccc(C(=O)Nc2sc3c(c2C(=O)O)CC(C)(C)OC3)cc1 | -1 | 3.5 | -3 | -1 | 1 | -14 | 1493 | -4 | -14 | 0.061 | 103
COCCCn1c(=N)c(C(=O)NC2CCCCC2)cc2c(=O)n3ccccc3nc21 | 0 | -1.5 | 6 | 2 | 10 | -20 | 1663 | · | 6 | 0.013 | 102
COc1cccc(/C=N/Nc2cc(Cl)nc(C)n2)c1O | 3 | 1.0 | -2 | 9 | -2 | 9 | 1617 | 2 | 1 | 0.0045 | 99
CC(=O)Nc1ccc(-c2nnc(SCC(=O)c3ccc4c(c3)Cc3ccccc3-4)n2C)cc1 | 18 | 2.0 | 13 | 17 | 24 | -22 | 2129* | · | 14 | · | 87
CCNC(=O)NC(=O)COC(=O)CNC(=O)COc1ccccc1 | 3 | 0.1 | 6 | 6 | -5 | 4 | 1710 | · | -2 | · | 103
CCN(CC)C(=O)C1CCCN(Cc2ccccc2)C1 (stereo unspecified) | -2 | -0.4 | 7 | 6 | -6 | -6 | 1451 | · | -3 | · | 108
CC(=O)c1cc2c(cc1NC(=O)c1ccco1)OCCO2 | 4 | 4.9 | 4 | 5 | -1 | -27 | 1615 | -9 | -27 | -0.042 | 104
O=C(c1ccc2c(c1)OCO2)N1CCN(c2ccccc2)CC1 | 10 | 1.6 | 4 | 13 | 26* | -2 | 1552 | -6 | 3 | -1.5 | 94
OCC(O)/C=N/Nc1nc(N2CCCCC2)nc(N2CCCCC2)n1 (stereo unspecified) | 3 | 3.0 | -11 | -5 | -3 | 3 | 1573 | 5 | -7 | -0.1 | 109
CCCOc1ccc(N2C(=O)CC(N3CCN(c4ccccc4OC)CC3)C2=O)cc1 (stereo unspecified) | 18 | 0.3 | -9 | -1 | 4 | 3 | 1547 | -30 | 4 | · | 92
Cc1ccc(NC(=O)c2c(-c3c(F)cccc3Cl)noc2C)cc1F | 8 | 1.3 | 1 | 3 | 4 | -5 | 1486 | 0 | 1 | · | 99
O=c1c2sccc2n(Cc2cc(=O)n3ccccc3n2)c(=O)n1-c1ccccc1 | 2 | 1.5 | 2 | 2 | 5 | -7 | 1519 | 5 | -3 | 0.48 | 99
COc1ccccc1N1C(=O)C2CCC(c3ccccc3)CC2C1=O (stereo unspecified) | 10 | -0.1 | 0 | 16 | -1 | 4 | 1687 | 3 | 6 | -0.053 | 90
Cc1ccc2oc(=O)n(Cc3ccccc3OC(C)C)c2c1 | 6 | -0.6 | -2 | 2 | -8 | -5 | 1332 | 6 | 9 | · | 98
CC(C)CNS(=O)(=O)c1ccc(OCC(=O)Nc2ccc3c(c2)OCO3)c(Cl)c1 | -2 | -1.2 | 4 | 12 | 2 | 7 | 1580 | -47 | -7 | -0.26 | 104
Cn1c(=O)c2c(nc(CN3CCN(Cc4ccccc4)CC3)n2Cc2ccc(Cl)cc2)n(C)c1=O | 2 | -0.5 | 1 | 1 | 6 | 1 | 1645 | 2 | -5 | · | 102
COc1ccc(NC(=O)CC2Sc3ncnn3C2=O)cc1 (stereo unspecified) | 16 | 1.8 | -4 | -1 | 5 | 0 | 1429 | 4 | 0 | · | 91
COc1ccc(/C=C/C(=O)NCc2ccccn2)cc1OC | 6 | 1.6 | -1 | -7 | 4 | -9 | 1387 | -23 | -4 | -0.85 | 97
Cc1csc(SCC(=O)Nc2ncc(Cl)c(C)c2Cl)n1 | 11 | 2.4 | 4 | -2 | -10 | -5 | 1485 | · | -1 | · | 93
O=[N+]([O-])c1ccc(Cl)cc1CNc1ccc(F)c(F)c1 | -3 | -0.1 | 1 | -3 | -1 | 3 | 1531 | 14 | 5 | · | 101
COc1ccccc1NC(=O)c1cc(C(=O)O)ccc1C(=O)O | 4 | 0.4 | 2 | 0 | 10 | -2 | 1461 | 0 | 7 | -0.16 | 99
Cc1ccc(C)c(-n2c(C)cc(/C=N/NC(=O)c3c(C)nc4cc(C)ccn34)c2C)c1 | 1 | -0.4 | 2 | -4 | -9 | 6 | 1529 | · | -3 | -0.0056 | 102
COc1ccc(Cl)cc1NS(=O)(=O)c1ccc(S(=O)(=O)N2CCCC2)cc1 | 4 | 3.4 | -3 | -2 | -4 | -9 | 1394 | 14 | -4 | · | 102
CC1=CC(C)(C)N2C(=O)C(=O)c3cc(OC(=O)c4ccco4)cc1c32 | -12 | -1.7 | 3 | -2 | 0 | 8 | 1442 | -8 | 7 | 0.065 | 114
CCCCn1c(N)c(N(CC)C(=O)CSc2nnnn2-c2cc(C)ccc2C)c(=O)[nH]c1=O | -1 | 0.8 | -5 | -4 | 0 | -1 | 1448 | -20 | -1 | 0.54 | 108
CSc1ccccc1NC(=O)c1ccccc1C | -3 | 1.6 | 6 | 3 | 4 | 5 | 1493 | -4 | -1 | · | 102
CCOc1cc(CNCC(C)C)cc(Cl)c1OCc1ccccc1 | 7 | 2.0 | 2 | 2 | 5 | -1 | 1564 | 8 | 3 | -1 | 101
CCOC(=O)C1CCN(Cc2nc3ccc(Cl)cc3n2CCO)CC1 | 5 | 1.2 | 6 | -1 | 1 | 3 | 1710 | -17 | -8 | -0.27 | 100
NC(=O)CSC1=Nc2ccccc2C2=NC(CC(=O)NCc3cccs3)C(=O)N12 (stereo unspecified) | 2 | -0.1 | 5 | 3 | 0 | 5 | 1373 | -5 | 3 | 0.31 | 99
CCCCCn1c(=S)[nH]c2cc(C(=O)N3CCCC3)ccc2c1=O | 7 | 3.9 | 13 | 6 | -3 | -1 | 1553 | -19 | 4 | -0.79 | 97
CN(C)C(=O)c1cn(N(C)c2ncc(C(F)(F)F)cc2Cl)c(=O)c2ccccc12 | 19 | -0.7 | 8 | 7 | -5 | 5 | 1723 | · | 2 | · | 92
Cc1ccc(-n2c(SCC(=O)Nc3cccc(S(=O)(=O)NC4=NCCCCC4)c3)nc3ccccc3c2=O)cc1 | 14 | 9.8* | -1 | -1 | 3 | -4 | 2048* | -23 | 8 | · | 88
Cc1onc(-c2ccccc2Cl)c1C(=O)NC1CCS(=O)(=O)C1 (stereo unspecified) | 2 | 0.9 | 6 | 13 | 3 | -1 | 1743 | -2 | 0 | · | 102
COC(=O)c1ccc(Sc2ccc(C)cc2)c(N)c1 | -13 | 0.3 | 4 | 3 | 2 | -11 | 1533 | · | -11 | 0.45 | 113
Cc1cc(N2CCN(S(=O)(=O)Cc3ccccc3)CC2)n2ncnc2n1 | 8 | -0.5 | -3 | 1 | 9 | 0 | 1702 | -28 | 6 | · | 97
CCc1nnc(NC(=O)[C@@H](NC(=O)c2ccc(OC)cc2)C(C)C)s1 | -3 | 0.1 | 7 | 2 | 0 | 2 | 1520 | -15 | -6 | -0.31 | 105
O=C(c1ccc2c(c1)OCCO2)C1CCN(C(=O)c2ccc(F)c(F)c2)CC1 | -1 | -0.9 | -4 | -6 | 5 | -3 | 1435 | -5 | 4 | · | 103
O=C(CC(c1ccccc1)c1ccccc1)NCC1CCCO1 (stereo unspecified) | 5 | 1.6 | -6 | -1 | 7 | -1 | 1661 | · | -6 | 0.0054 | 103

Assay outcomes: PubChem, several laboratories
